Screens as filed in PubChem BioAssay.
Polio RdRp inh: poliovirus RdRp elongation inhibitors, primary screen, biochemical, fluorescence polarization, total intensity; poliovirus polymerase elongation; stronger effect = lower value; % elongation, % (compound at 16.7 µg/mL); actives 0.66% (n = 150,000); in the data active = % elongation below about 90%; also: some results filed as inactive read as strong as hits
Target sequence (P03300 1749-2209 limits assumed): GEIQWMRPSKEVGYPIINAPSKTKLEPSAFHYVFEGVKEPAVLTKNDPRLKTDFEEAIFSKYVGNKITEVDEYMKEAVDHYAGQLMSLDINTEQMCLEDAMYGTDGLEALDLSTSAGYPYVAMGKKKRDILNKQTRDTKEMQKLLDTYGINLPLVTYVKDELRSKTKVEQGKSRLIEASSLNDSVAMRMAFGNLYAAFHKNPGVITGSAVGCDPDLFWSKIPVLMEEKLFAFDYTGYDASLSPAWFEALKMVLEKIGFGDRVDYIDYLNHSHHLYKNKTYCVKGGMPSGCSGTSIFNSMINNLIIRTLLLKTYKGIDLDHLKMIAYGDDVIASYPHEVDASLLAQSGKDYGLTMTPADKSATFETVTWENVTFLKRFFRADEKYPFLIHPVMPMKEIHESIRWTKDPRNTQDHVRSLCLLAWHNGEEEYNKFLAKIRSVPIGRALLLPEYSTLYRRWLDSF
Polio RdRp inh FP z-score: further read-out of Polio RdRp inh, marked with its call; z-score; measured here: FP z-score; hits read low
An asterisk follows results filed as active.

smiles,Polio RdRp inh,Polio RdRp inh FP z-score
Cc1ccc(-n2nnc(C(=O)NCC3CCCO3)c2N)cc1F (stereo not given),105,1.2
CCCOc1ccc(C=Nc2ccc(N3CCN(C)CC3)cc2C)c(O)c1,120,2.5
Nc1nnc(CCS(=O)(=O)c2cc(Cl)ccc2Cl)s1,103,0.8
N#Cc1c(-c2cccs2)nc(Nc2ccccc2)[nH]c1=O,103,0.4
CCOC(=O)CC1(O)CCOC(C)(C)C1 (stereo not given),105,0.2
O=C(CSc1nnc(-c2cccc(F)c2)c(-c2cccc(F)c2)n1)NC1CCCCC1,111,0.8
COc1ccc(C2=NC3(CCN(Cc4cccc(OC)c4)CC3)NC2=O)cc1,100,-0.4
O=C(CSc1ncc(-c2ccc(Br)cc2)[nH]1)N1CCOCC1,103,0.2
CCN(CC)c1ccc(C(=O)OCC(=O)c2ccco2)cc1,101,-0.1
Cc1cccc(N(C)C(=O)CCn2ccc(C)n2)c1,100,-0.3
COc1ccc(CCNC(=O)c2cc(=O)[nH]c3ccc(S(=O)(=O)N4CCCCC4)cc23)cc1OC,110,0
O=C(NCc1cccc(Cl)c1)C1CCN(c2nn3cc(-c4ccc(F)cc4)nc3s2)CC1,105,0.4
CC1N(C(=O)N(C)C)CCN1S(=O)(=O)c1ccccc1 (stereo not given),100,-0.3
CCN1C(=O)c2cccc3c(NC(C)=O)ccc1c23,108,0.3
O=C(NC1=NCCCCCN1)c1ccccc1Cl,105,0.3
COc1cc2nc(NC(=O)c3cccs3)sc(=O)c2cc1OC,100,-0.5
CCN(CC)CCCNc1nc2cc(OC)c(OC)cc2c2nc(-c3ccccc3)nn12,99,-1.8
COc1ccc(C2CC(=O)N(c3ccccc3)C3=C2C(=O)OC3)cc1OC (stereo not given),101,-0.3
CCOc1ccc(NC(=S)N(Cc2cn(CC)c3ccccc23)C(C)C)cc1,100,-1.2
Cn1nnc2c(NCCc3ccccc3)ncnc21,109,0.5
Cc1nnc(NC2CC2)c2c1nnn2Cc1ccc(F)cc1,101,-0.4
CCOc1ccc(NC(=O)CN2C(=O)COc3ccc(S(=O)(=O)NC4CCCC4)cc32)cc1,102,-0.9
COc1cccc(Nc2c3c(nc4nncn24)CCC3)c1,110,0.5
Cc1ccc(-c2nnc(N3CCN(S(C)(=O)=O)CC3)c3ccccc23)cc1,102,0.1
CCOC(=O)CN1C(=O)S/C(=C\c2ccc(-c3ccc(Cl)cc3Cl)o2)C1=O,100,-0.2
O=S(=O)(c1ccc(Cl)cc1)N(Cc1ccccc1)Cc1ccco1,104,0.2
COC(=O)C1CCN(C(=O)/C=C/c2ccccc2)CC1,101,-0.1
FC(F)(F)c1ccc(N2CCCN(C(=S)Nc3cccnc3)CC2)nc1,104,0.6
O=C(CSc1nc2c(c(=O)[nH]1)CN(Cc1ccc3c(c1)OCO3)CC2)Nc1ccc(F)c(F)c1,114,0.4
C#CCn1cnc2c(cnn2-c2ccc(F)cc2)c1=O,111,1.4

Random excerpt: 2 entries already listed, in no set order.
smiles,Polio RdRp inh,Polio RdRp inh FP z-score
CCOc1ccc(NC(=O)CN2C(=O)COc3ccc(S(=O)(=O)NC4CCCC4)cc32)cc1,102,-0.9
CCOc1ccc(NC(=S)N(Cc2cn(CC)c3ccccc23)C(C)C)cc1,100,-1.2

Next entries.
smiles,Polio RdRp inh,Polio RdRp inh FP z-score
Cc1cc(C(=O)NN2CCN(C)CC2)cs1,102,0.4
Cc1oc2ccc(O)c(CN3CCCC3)c2c1C(=O)NC1CCCCC1,103,0.3
Cc1c(CNCCc2cccs2)c(C(=O)O)c(C)n1Cc1c(F)cccc1Cl,103,0.5
COc1ccc(CCNC(=O)C(C#N)c2nc3ccccc3nc2N2CC(C)OC(C)C2)cc1OC (stereo not given),46,-5.9
CCNC(=O)CC1C(=O)N(c2ccc(C)cc2)C(=O)N1Cc1ccc(C)cc1 (stereo not given),101,-0.4
CCOc1ccc2nc(NC(=O)c3cccn(Cc4ccccc4C)c3=O)sc2c1,110,0.5
O=C(C1CCCCC1)N(c1ccc2oc3c(c2c1)CCCC3)S(=O)(=O)c1cccs1,101,0
Cc1ccc(S(=O)(=O)Cc2nc(-c3ccc(C(=O)NCc4ccccc4)cc3)oc2C)cc1,107,0.7
C=CCNc1ncnc2c1c(-c1ccccc1)cn2-c1cccc(C(F)(F)F)c1,101,-0.1
O=C1C(c2ccccc2)=C(c2ccccc2)C(=O)N1O,100,-0.1
CCCCC12CN3CC(C)(CN(C1)C3c1ccc(O)c(OC)c1)C2=O (stereo not given),106,-0.1
COc1ccc(N2CC(NC(=O)C3CCCCC3)CC2=O)cc1 (stereo not given),108,0.2
CCN(CC)C(=O)c1c(C)oc2ncn(CC(C)C)c(=O)c12,101,-0.2
Cc1ccc2oc(=O)c3cnn(CC(=O)N4CCC(C)CC4)c3c2c1,104,0.7
O=C(NCCN1CCOCC1)c1ccccc1Oc1ccccc1,103,-0.2
Cc1ccc(S(=O)(=O)N(CC(=O)NCCSc2ccc(Cl)cc2)c2cccc(Cl)c2)cc1,108,1.1
CSc1ncc(Cl)c(C(=O)Nc2ccc(S(=O)(=O)N3CCCCC3)cc2)n1,103,0.2
CCc1ccc(NC(=O)c2nc3nc(C)cc(C(F)F)n3n2)cc1,106,0.2
COc1ccccc1CNC(=O)c1cnc(N(C)C)nc1,106,0.1
CCc1ccccc1Nc1nc(N)nc(COC(=O)Cn2cc(C(F)(F)F)ccc2=O)n1,103,0
Brc1ccc(CN2CCC(N3CCCCC3)CC2)cc1,99,-0.5
CCOc1ccc(S(=O)(=O)NCc2cn3ccccc3n2)cc1,102,0
COc1ccccc1Nc1cc(C(=O)NCCCN(C)c2ccccc2)c2ccccc2n1,104,-0.2
O=S(=O)(NCC1CCCO1)c1ccc(Br)s1 (stereo not given),101,0.1
CCC(C)Sc1oc(-c2ccco2)nc1S(=O)(=O)c1ccc(Cl)cc1 (stereo not given),105,0.1
CC(=O)c1cccc(NC(=O)c2c(C)nn(-c3ccc(F)cc3)c2-n2cccc2)c1,110,0.5
Cc1ccc(S(=O)(=O)C2(C(=O)Nc3ncccc3C)CC2)cc1,103,0.2
CCC1(CC)Cc2ccccc2-c2[nH]c(=S)n(Cc3ccccc3)c(=O)c21,102,0.1
O=C(Nc1ccc2nc3n(c(=O)c2c1)CCCC3)C1COc2ccccc2O1 (stereo not given),101,-0.1
CCOc1ccc(N=C2SCCCN2C(=O)C2=CC=CN3CCS(=O)(=O)N=C23)cc1,102,-0.1
O=C1CNC(=S)N1Cc1ccccc1Cl,106,0.4
NC(=O)c1cc(S(=O)(=O)NCc2ccc(Br)cc2)cs1,111,1
N#CCS(=O)c1ccccc1 (stereo not given),106,0.2
COC(=O)C1=C(C)NC(=O)CC1c1ccccc1I (stereo not given),104,0.7
Cc1ccc(C)c(N2CCN(C(=O)c3cc4c(=O)n(Cc5ccccc5)ccc4nc3C)CC2)c1,104,-0.4
Cc1ccc(C)c(N2CCN(CCCNC(=O)Cn3ncc4c5ccccc5n(C)c4c3=O)CC2)c1,107,-0.2
CCOc1ccc(CCNC(=O)C2=C(C)C(=O)OC23CCCCC3)cc1,106,0.2
CCOc1cc(CNC(=O)c2ccccc2NC(=O)c2nsc3ccccc23)ccc1OC,109,0.4
CNC(=O)c1ccc(N2CCOc3ccc(Cl)cc32)s1,101,0
O=C(Oc1nsnc1N1CCOCC1)c1ccccc1,47*,-5.3*
Nc1ccnn1-c1ccccc1,100,0
Cc1cc(C)cc(OCC(=O)Nc2cccc(-c3nc4ccccc4[nH]3)c2)c1,103,-0.4
O=C(ON1C(=O)c2ccccc2C1=O)c1ccc(F)cc1,102,0.1
O=C1NCCC/C1=N/Nc1ccccc1,101,0
CCN(CC)C(=O)c1ccccc1NC(=O)Cc1ccccc1,100,-0.8
C/C(CCn1c(=O)sc2ccccc21)=N\NC(N)=S,100,0
Cc1ccc2oc(=O)c3cnn(CC(=O)N(CC(C)C)CC(C)C)c3c2c1,104,0.7
N#Cc1cccc(NC(=O)c2ccc3ncsc3c2)c1,107,0.4
Cc1ccc(NS(=O)(=O)c2ccc(-c3cc(C)no3)cc2)c(Br)c1,110,0.6
CCOc1ccc(-c2c(C)nn3c(C)c(C(=O)NCCc4ccc(Cl)cc4)cnc23)cc1OCC,101,-0.4
Cc1nn(CCC#N)c2c1P(=Nc1ccccc1Cl)(N1CCOCC1)N(C)C(c1ccccc1F)=N2 (stereo not given),105,0.4
COc1ccccc1N1CCN(S(=O)(=O)c2ccc(F)c(C(=O)Nc3ccc(Cl)cc3C(F)(F)F)c2)CC1,104,-0.9
Cn1c(=O)c2cc(C(=O)NCC3(c4ccccc4)CCCC3)sc2c2ccccc21,103,0.6
CCC(C)N(C(=O)/C=C/c1cccs1)C(C)CC (stereo not given),100,-0.1
CC1=C(C(N)=O)C(c2cccnc2)n2nnnc2N1 (stereo not given),109,0.7
Cc1ccc(CCNC(=O)c2ccc3nc(-c4ccco4)c(-c4ccco4)nc3c2)cc1,101,0.1
COc1ccc(CCN(C)c2nnnn2-c2ccccc2)cc1OC,98,-0.9
CCCn1c(NCc2ccccc2F)nc2ccccc21,103,-0.6
CN(C)C(=O)COc1ccccc1C(=O)O,101,-0.1
O=C(c1cc2cc(Br)ccc2oc1=O)N1CCOCC1,102,0.1

More compounds follow:
smiles,Polio RdRp inh,Polio RdRp inh FP z-score
COc1ccc(CNC(=O)CCn2c(=O)c3cccn3c3ccc(F)cc32)cc1OC,109,0.5
O=C(CSc1c2c(nc3cc(Cl)ccc13)CCCC2)NCc1ccccc1Cl,100,-0.6
O=C(CSC1=NNC(c2ccccn2)S1)Nc1cccc(Cl)c1 (stereo not given),103,0.4
CCOc1ccc(SCC(=O)O)cc1,100,-0.5
OCCNc1nc2ccccc2nc1-c1ccccc1,102,0.3
O=S(=O)(c1cccs1)N(c1cccc(F)c1)S(=O)(=O)c1cccs1,99,-0.2
O=C(O)Cn1c(-c2ccccc2)nc2ccccc21,101,-0.1
Cc1cccc(CSc2nc3cc(C(=O)NC4CCCC4)ccc3c(=O)n2Cc2ccccc2)c1,104,-0.9
COc1ccc(N/N=C(\C#N)C(=O)Nc2ccc(C)c(C)c2)cc1,76,-3
Cc1cc(C(=O)Cn2cnnc2C#N)c(C)n1CCc1ccc(Cl)cc1,104,0.4
Cc1n[nH]c(C)c1CCNC(=O)Nc1ccccc1-c1ccccc1,101,-0.6
CC(C)CCNc1nc2ccccc2n2cnnc12,100,-1.2
C[C@H](NC(=O)c1ccc(F)cc1)c1nc2ccccc2[nH]1,105,0.4
CCN1CCN(C(=O)/C=C\C(=O)O)CC1,102,0
Cc1ccc(-n2c(C)cc(CO)c2C)cc1,104,1.1
COc1cc(NC(=O)c2c(-c3ccc(C)cc3)nnc3ccccc23)cc(OC)c1OC,110,0.7
O=C(Cn1nnc(-c2ccccc2)n1)N1CCCCC1,101,-0.2
CC(=O)N1CC(C)Oc2ccc(S(=O)(=O)N(Cc3ccccc3)C(C)C)cc21 (stereo not given),98,-2
Cn1c(=Nc2ccc(N3CCOCC3)cc2)ccc2ccccc21,101,-0.4
O=C(c1cc2c(s1)-c1ccsc1CC2)N1CCN(c2ccccc2)CC1,99,-0.9
O=c1c(=NNc2ccccc2)c(=O)c2ccccc12,98,-0.3
CCOC(=O)c1cccc(NC(=O)NCc2ccc3c(c2)CCN3C(=O)c2ccccc2)c1,111,0.8
Cc1cccc(NC(=O)c2cn(-c3ccccc3)nc2-c2ccccc2)c1C,107,-0.1
O=C(/C=C/c1ccccc1)NC1CCCc2ccccc21 (stereo not given),100,-1.1
COc1ccc(Nc2c(-c3ccc(Cl)cc3)nc3cnccn23)cc1OC,102,-0.9
COc1ccccc1NC(=O)CSc1nnc(-c2cc3sccc3n2C)n1-c1c(C)cc(C)cc1C,103,0.7
O=S(=O)(NCc1ccco1)c1ccc(-c2ccc(S(=O)(=O)NCc3ccco3)cc2)cc1,104,0.9
CC(C)CCn1c(=O)c2sccc2n2c(CCCC(=O)NC(C)c3ccccc3)nnc12 (stereo not given),112,-0.4
CCOC(=O)c1ccc2c(N)c(-c3cccnc3)sc2n1,100,-1.1
CCN(CC)S(=O)(=O)c1ccc(C(=O)NCC(=O)Nc2nc3ccccc3[nH]2)cc1,100,-0.3

Complete entries, looked up by structure. Screens in order: Polio RdRp inh, Polio RdRp inh FP z-score
O=S(=O)(NCc1ccco1)c1ccc(-c2ccc(S(=O)(=O)NCc3ccco3)cc2)cc1 across the screens: 104, 0.9
O=C(/C=C/c1ccccc1)NC1CCCc2ccccc21 (stereo not given) across the screens: 100, -1.1
O=C(Cn1nnc(-c2ccccc2)n1)N1CCCCC1 across the screens: 101, -0.2
COc1ccc(CNC(=O)CCn2c(=O)c3cccn3c3ccc(F)cc32)cc1OC across the screens: 109, 0.5
COc1ccccc1NC(=O)CSc1nnc(-c2cc3sccc3n2C)n1-c1c(C)cc(C)cc1C across the screens: 103, 0.7

(next part)
smiles,Polio RdRp inh,Polio RdRp inh FP z-score
CCOC(=O)N1CCN(C(=O)N2c3ccccc3Sc3ccccc32)CC1,102,-0.1
CCOC(=O)Cn1cc2c(c1-c1ccccc1Br)c(=O)n(C)c(=O)n2C,102,-0.1
CCCCNC1=NCCCS1,105,0.3
CCc1ccccc1NC(=O)N1CC(CC)Oc2ccc(Cl)cc21 (stereo not given),103,-0.6
CC(C)CCNC(=O)CCC(=O)NNc1nc2ccccc2c2nc(-c3ccccc3)nn12,108,0.5
CCN1C(=O)CN(c2ccccc2)C1=S,102,0.8
Nc1nonc1-n1nnc(C(=O)O)c1-c1ccccc1,103,0.3

This is a subset (hit frequency here may not be typical).
